RECQ1 helicase – inhibitors of human RECQ1 DNA helicase | RECQ1 DNA unwinding, red fluorescence kinetic read | Potency, µM (titrated, usually from 57.3 µM), without a hit: at the highest dose activity, negative = inhibition, usual class: inhibitors | P46063 | actives 0.54% (n = 240,000);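 also: plate controls were vehicle for no effect and no enzyme for full effect; nearly all actives have a fitted effect of over 30% in size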
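RECQ1T1 50 nM; forked duplex (20 bp + 30-nt ss tails) 200 nM, ATP 2 mM final; pH 8.0, 2 mM MgCl2, 2.5 ug/ml poly(dI-dC); 15 min compound preincubation; discontinuous kinetic read over 2 h at RT.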
JMJD2E inh – JMJD2E (human) inhibition. Potency, µM (highest dose often 57.1 µM), without a hit: top-dose activity change, negative = inhibition, most hits filed as inhibitors. actives 1.6% (n = 230,000). B2RXH2. JMJD2E catalytic domain, FDH-coupled NADH fluorescence (FDH is formaldehyde dehydrogenase); active = well fitted inhibition curve with a large enough effect, not every such curve was filed as active; inconclusive = small, poorly fitted or top-dose-only effect, or another doubt; inactive = no such curve, though single readings can be large or run the other way;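 also: 0% = wells with enzyme and -100% = buffer wells without enzyme; nearly all actives have a fitted effect of over 50% in size; many of its hits are not listed in these tables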
Lamin A splicing – LMNA splicing modulation | HeLa LMNA splicing GFP/RFP minigene ratio, 48 h | Potency, µM (doses to about 46.1 µM), for the others: at the top dose ratio change, negative = inhibition, hits mostly inhibitors | actives 0.01% (n = 200,000) | AID 1487; active = well fitted inhibition curve with a large enough effect in the signal ratio, with a control signal flat, not every such curve was filed as active; inconclusive = small, poorly fitted or top-dose-only effect, or effect the other way, or a change in a side signal; the % refers to the signal ratio; also: % is scaled to controls: 0 for no effect and ±100 for the full control effect
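Read-out is the ratio of GFP to DsRed2 object intensity, acquired by 488 nm laser-scanning cytometry on HeLa lamin A-EGFP minigene reporter cells. Compound incubation 48 hrs at 37 °C in Opti-MEM with 2% FBS; DMSO 0.5% final.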
ALDH1A1 inh – inhibitors of human aldehyde dehydrogenase 1A1; Purified ALDH1A1, NADH fluorescence, propionaldehyde substrate; AID 1030; Potency, µM (highest dose often 75.3 µM), for inactives: at the top dose activity, negative = inhibition, most hits filed as inhibitors; P00352; actives 7.3% (n = 220,000); active = well fitted inhibition curve with a large enough effect, not every such curve was filed as active; inconclusive = small, poorly fitted or top-dose-only effect, or another doubt; inactive = no such curve, though single readings can be large or run the other way;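 also: plate controls were no enzyme wells and a reference inhibitor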
TRb SRC2 PPI – inhibitors of human thyroid hormone receptor beta-SRC2 interaction; TRbeta-SRC2 peptide binding, fluorescence polarization; receptor liganded with 1 µM T3; Potency, µM (titrated, usually from 106 µM), for the others: at the highest dose activity change, negative = inhibition, most hits filed as inhibitors; actives 0.065% (n = 280,000); AID 1469;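 also: plate controls were bound peptide for no effect and peptide without receptor for full effect; nearly all actives have a fitted effect of over 50% in size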
Target sequence (P10828 whole entry, looked up): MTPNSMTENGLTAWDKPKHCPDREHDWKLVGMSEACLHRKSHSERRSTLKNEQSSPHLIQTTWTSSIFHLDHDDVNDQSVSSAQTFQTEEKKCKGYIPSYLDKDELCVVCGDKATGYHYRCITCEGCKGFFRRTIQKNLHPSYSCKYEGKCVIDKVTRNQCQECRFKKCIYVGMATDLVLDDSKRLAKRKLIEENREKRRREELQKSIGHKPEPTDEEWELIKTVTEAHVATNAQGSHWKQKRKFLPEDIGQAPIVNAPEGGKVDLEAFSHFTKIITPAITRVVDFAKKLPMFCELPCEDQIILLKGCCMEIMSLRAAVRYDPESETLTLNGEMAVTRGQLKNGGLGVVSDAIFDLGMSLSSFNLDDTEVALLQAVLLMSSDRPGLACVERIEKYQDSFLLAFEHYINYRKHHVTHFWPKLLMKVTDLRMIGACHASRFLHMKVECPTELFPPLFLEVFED
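Read-out is fluorescence polarization (555 nm excitation, 632 nm emission) of a Texas Red SRC2 coactivator peptide; loss of signal reflects blocked binding to human TRb ligand-binding domain in the presence of 1 uM T3.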
SMN2 splice up – increases expression of the SMN2 splice variant; actives 2.8% (n = 210,000); Potency, µM (series often up to 46.1 µM), without a hit: at the highest dose activity change, positive = activation, usual class: activators; HEK293 SMN2-luciferase splicing reporter, luminescence, 30-36 h; also: % of control where 0% means no effect; nearly all actives have a fitted effect of over 55% in size
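qHTS luciferase splicing reporter: luminescence rises when SMN2 exon 7 is included in transfected HEK293 cells. Compound exposure lasted 30-36 h at 37C, with 4.5 mM final sodium butyrate as control, followed by a ONE-Glo read.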
RGS12 GoLoco inh – inhibitors of human Gai1-RGS12 GoLoco interaction (red fluorophore); AID 880; Potency, µM (titrated, usually from 61.6 µM), for the others: at the highest dose activity, negative = inhibition, most hits filed as inhibitors; actives 0.44% (n = 230,000); P63096; Gai1:RGS12 GoLoco peptide FP, rhodamine, 10 min; active = well fitted inhibition curve with a large enough effect, not every such curve was filed as active; inactive = no such curve, though single readings can be large or run the other way; also: % is scaled to controls: 0 for no effect and ±100 for the full control effect; nearly all actives have a fitted effect of over 30% in size; many of its hits are not listed in these tables
Target sequence (P63096 whole entry, looked up): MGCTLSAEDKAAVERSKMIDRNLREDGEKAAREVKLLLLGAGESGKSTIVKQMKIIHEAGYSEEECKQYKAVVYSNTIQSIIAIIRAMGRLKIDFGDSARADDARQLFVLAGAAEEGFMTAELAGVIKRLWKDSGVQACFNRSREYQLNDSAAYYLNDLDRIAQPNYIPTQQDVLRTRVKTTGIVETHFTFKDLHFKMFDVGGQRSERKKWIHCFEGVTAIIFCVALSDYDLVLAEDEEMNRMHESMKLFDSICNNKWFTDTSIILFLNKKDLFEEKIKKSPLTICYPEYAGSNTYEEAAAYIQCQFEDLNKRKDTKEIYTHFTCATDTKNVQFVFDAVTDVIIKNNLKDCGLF
TexasRed fluor – counter-screen for TRb-SRC2 inhibitors: fluorescence interference. TRb/SRC2 Texas Red total fluorescence interference. Potency, µM (titrated, usually from 106 µM), without a hit: top-dose fluorescence change, negative = quenching. actives 0.29% (n = 280,000); active = well fitted curve in either direction with a large enough effect; inconclusive = small, poorly fitted or top-dose-only effect; also: % is scaled to controls: 0 for no effect and ±100 for the full control effect
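Human TRb ligand-binding domain at 0.6 uM with 20 nM Texas Red SRC2 peptide in Tris buffer containing 1 uM T3 and 5% DMSO, incubated with compound 5 h at ambient temperature. Total fluorescence (555/632 nm) calculated as parallel + 2 × perpendicular.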
Active calls of the source: *; i = inactive; ? = inconclusive; . = no result given; & = joins results of further samples; ! = not confirmed by another sample; [ ] = another dose, or the depositor's remark. Unless noted, calls follow the shape of the dose curve; as a rule, active = well fitted curve in the direction sought with a large enough effect; inconclusive = small, poorly fitted or top-dose-only effect, or another doubt; inactive = no such curve, though single readings can be large; an effect the other way counts as inactive or inconclusive. Potency is read from the fitted curve at half-maximal effect.

structure | RECQ1 helicase | JMJD2E inh | Lamin A splicing | ALDH1A1 inh | TRb SRC2 PPI | SMN2 splice up | RGS12 GoLoco inh | TexasRed fluor
CC(C)C[C@@H](CC(=O)N[C@@H](CCC(=O)O)CC(=O)O)NC(=O)[C@@H]1CNCC[C@H]1NC(=O)C[C@H](CCCN)NC(=O)C[C@H](CO)NC(=O)[C@@H]1CNCC[C@H]1N | 10% | -1% | . | ? | -1% | 1% | -1% | -1%
C/C(=C\c1ccco1)C1C(C#N)=C(N)OC2=C1C(=O)CC(C)(C)C2 (stereo not drawn) | -20% | -11% | 10% | 13µM* | 5% | -6% | 19% | -1%
Cc1ccc(C)c(Cn2cnc3c(oc4ccccc43)c2=O)c1 | -3% | -3% | . | 2% | -10% | 0% | 8% | -3%
O=C(CSc1cccc2cccnc12)N/N=C/c1cccc(O)c1 | -6% | ? | . | ? | 0% | -10% | 5% | -2%
COc1cc(CNc2ncn[nH]2)ccc1OCc1ccccc1C | i | 10% | 8%[46 µM] | -3% | 7%[53 µM] | . | 8% | -1%[53 µM]
O=C(CCN1C(=O)C2C3C=CC(C3)C2C1=O)N1CCN(c2ccc(F)cc2)CC1 (stereo not drawn) | 0% | 8% | 1% | ? | -13% | . | -9% | -2%
O=C(CSc1ccc(Br)cc1)NCC1CCCO1 (stereo not drawn) | -3% | -1% | -5%[9.22 µM] | ? | 0% | 12% | 10% | -1%
COc1ccc(C2CC(c3ccccc3)n3nnnc3N2)cc1 (stereo not drawn) | -8% | 0% | -3% | ? | -2% | 10% | 6% | 0%
CCN(CC)C(=O)C(C)N(C#N)c1nc(C)cc(C)n1 (stereo not drawn) | -6% | 1% | -14% | 21% | -2% | . | . | -2%
CCOc1ccc(C(N)=O)cc1OC | -8% | 7% | -6% | 13% | 2% | 26% | 13% | 3%
Nc1nc(CN2CCN(c3ccccn3)CC2)nc(Nc2ccc(F)cc2)n1 | -2% | -11% | 5% | -2% | -9% | 3% | 5% | -1%
O=S(=O)(NCc1c(Cl)cccc1Oc1ccccc1)c1ccc(F)cc1 | -29% | -9% | . | . | 3% | . | -2% | -3%
COc1ccc(N2CCN(CCCNS(=O)(=O)c3ccc4c(c3)oc(=O)n4C)CC2)cc1 | -10% | -2% | -3% | ? | -1% | -4% | 11% | -11%
c1cncc(-c2nc3ccccn3c2Nc2ccc3c(c2)OCCO3)c1 | -2% | -21% | -8% | ? | -2% | -6% | 3% | -1%
COc1ccc(N(Cc2ccccc2)C(=O)c2ccccc2[N+](=O)[O-])cc1 | -13% | -10% | ? | ? | 7% | 10% | 0% | -1%
CCC(C)(C)NC(=O)C(c1ccco1)N(C(=O)CNC(=O)c1cccs1)c1cccnc1 (stereo not drawn) | -1% | 0% | -10% | ? | -4% | -6% | 2% | -2%
CN(C)c1ccc2c3c(cccc13)C(=O)N(c1ccccc1)C2=O | 27% | 3% | . | 5% | -5% | -1% | 6% | -4%
CC1CCCCN1C(=O)CSc1ccc(-c2ccc(F)cc2)nn1 (stereo not drawn) | 5% | 6% | -4% | ? | -1% | 24% | 13% | 3%
O=C(CCCN1C(=O)/C(=C\c2ccccc2)SC1=S)Nc1ccc(O)cc1 | -5% | -15% | ? | ? | 3% | -102%[inhibitor] | 162%[activator] | -3%
COC(=O)CNC(c1ccccc1)c1cc(C)ccc1NC(=O)c1cccc(Cl)c1 (stereo not drawn) | i | ? | ? | -4% | -2% | -25% | -3% | -3%

(listing goes on)
structure | RECQ1 helicase | JMJD2E inh | Lamin A splicing | ALDH1A1 inh | TRb SRC2 PPI | SMN2 splice up | RGS12 GoLoco inh | TexasRed fluor
CCOc1ccc(-c2nnc3sc(COc4ccc(Cl)cc4)nn23)cc1 | -1% | 4% | -4% | -2% | -5% | -12% | 0% | -4%
N#CCSc1nc2scc(-c3cccs3)c2c(=O)n1CCc1ccccc1 | ? | -2% | 27% | 10% | 1% | -29% | 22% | -2%
Cc1ccc(CC2SC(=O)NC2=O)cc1Cl (stereo not drawn) | i | 7% | -8% | 32µM* | -3% | -22% | -2% | -4%
O=C(NCc1nnc(SCc2ccc(F)cc2)n1-c1ccc(F)cc1)C12CC3CC(CC(C3)C1)C2 | -15% | -7% | ? | -1% | -17% | -7% | 14% | 2%
O=C(O)CCCNC(=O)C(c1ccccc1)c1ccccc1 | -1%&1% | 5%&0% | 12%&-9% | 7%&5% | -5%&2% | 5%&9% | 5%&-1% | 0%&-1%
CCOCCCNC(=O)C(NC(=O)c1cnccn1)c1ccc(OC)cc1 (stereo not drawn) | -2% | -1% | 4% | -5% | 1% | . | . | -3%
O=C(/C=C/c1ccccc1)Oc1cccc(C(=S)N2CCOCC2)c1 | -1% | 3% | -13%[46 µM] | 4.5µM* | 4% | -33%[inhibitor] | 1% | -1%
O=C(NCc1ccco1)C1CC(c2ccc(F)cc2)=NO1 (stereo not drawn) | 6% | 10% | . | 14% | 1% | . | 1% | 4%
CC(=O)Nc1c2c(nn1-c1cccc(Cl)c1)CS(=O)C2 (stereo not drawn) | 0% | 2% | 5% | 3% | -5% | 18% | 5% | -6%
COC(=O)c1oc2ccc(Cl)cc2c1-n1cccc1 | -1% | 3% | -3% | -8% | 3% | 4% | 4% | -1%
Cc1cn2c(-c3ccncc3)nnc2s1 | 10% | ? | 11% | ? | -23% | 8% | -22% | -1%
Cc1ccc(CNC(=O)CCn2nc(-c3ccc(Cl)cc3)ccc2=O)cc1 | 5% | 3% | -2% | -1% | 0% | -8% | 5% | -1%
COc1cc(OC)nc(NC(=O)COC(=O)c2cccc(Cl)c2)n1 | i | -1% | . | 0% | -8% | 7% | 2% | 0%
Cc1cc(C(=O)OCC(=O)Nc2ccccc2[N+](=O)[O-])c2ccccc2n1 | -6% | -4% | -1% | 2% | 5% | 15% | 4% | -2%
Cc1coc2c1C(=O)C(=O)c1c-2ccc2c(C)cccc12 | i | -5% | . | . | -21% | . | -8% | -7%
COC(=O)CCCC1=CC2=CC(=O)C(C)(OC(=O)c3cccs3)C(=O)C2=CN1CCc1c[nH]c2ccccc12 (stereo not drawn) | i[11.5 µM] | 5.6µM*! | 1%[9.22 µM] | -12%[13.5 µM] | -3%[11.2 µM] | -4%[9.22 µM] | 12%[14.2 µM] | -2%[11.2 µM]
Cc1ccc(Nc2nnc(SC/C(O)=C(\C#N)c3nc4ccccc4[nH]3)s2)c(C)c1 | i | ? | -12% | ? | -10% | 11% | 75%[activator] | 10%
COc1cc2c(cc1NC(=O)CSc1cccc[n+]1[O-])oc1ccccc12 | -5% | 2% | ? | -6% | 0% | -20% | 10% | -4%
O=C(NCCCN1CCCC1=O)C1CCCO1 (stereo not drawn) | -1% | 1% | 0%[46 µM] | 10% | 2% | 16% | 4% | -2%
O=C(O)C1C2C=CC(C2)C1C(=O)NCc1cccs1 (stereo not drawn) | i | 1% | 12%[46 µM] | -4% | -4% | 0% | 13% | -2%

Whole records from above.
Results for Cc1ccc(Nc2nnc(SC/C(O)=C(\C#N)c3nc4ccccc4[nH]3)s2)c(C)c1 → RECQ1 helicase: i; JMJD2E inh: ?; Lamin A splicing: -12%; ALDH1A1 inh: ?; TRb SRC2 PPI: -10%; SMN2 splice up: 11%; RGS12 GoLoco inh: 75%[activator]; TexasRed fluor: 10%
Results for O=C(NCc1ccco1)C1CC(c2ccc(F)cc2)=NO1 (stereo not drawn) → RECQ1 helicase: 6%; JMJD2E inh: 10%; Lamin A splicing: .; ALDH1A1 inh: 14%; TRb SRC2 PPI: 1%; SMN2 splice up: .; RGS12 GoLoco inh: 1%; TexasRed fluor: 4%
Results for COC(=O)CCCC1=CC2=CC(=O)C(C)(OC(=O)c3cccs3)C(=O)C2=CN1CCc1c[nH]c2ccccc12 (stereo not drawn) → RECQ1 helicase: i[11.5 µM]; JMJD2E inh: 5.6µM*!; Lamin A splicing: 1%[9.22 µM]; ALDH1A1 inh: -12%[13.5 µM]; TRb SRC2 PPI: -3%[11.2 µM]; SMN2 splice up: -4%[9.22 µM]; RGS12 GoLoco inh: 12%[14.2 µM]; TexasRed fluor: -2%[11.2 µM]

Continuation:
structure | RECQ1 helicase | JMJD2E inh | Lamin A splicing | ALDH1A1 inh | TRb SRC2 PPI | SMN2 splice up | RGS12 GoLoco inh | TexasRed fluor
O=C(CCc1nc(-c2ccccc2F)no1)NC1CCN(Cc2ccccc2)CC1 | -8% | 3% | 1% | -7% | 4% | -8% | -2% | -7%
CCc1ccc(OCc2ccccc2C(=O)Nc2ccc3nc(C)cc(N)c3c2)cc1 | 2% | . | . | -5% | -5% | . | 9% | 1%
CCN(CC)S(=O)(=O)c1ccc(N2CCOCC2)c(NC(=O)c2c3c(nc4ccccc24)CCC3)c1 | 16µM* | 5% | -7% | 6.3µM* | -3% | 0%[1.84 µM] | 5% | -11%
Cc1cc(C)c(C)c(S(=O)(=O)Nc2ccc(C(N)=O)cc2)c1C | -4% | -3% | . | 9% | 3% | -43%[inhibitor] | 1% | -1%
CCOC(=O)c1sc2nc(CC(=O)OC)nc(NCc3ccc(Cl)cc3)c2c1C | -1% | ? | ? | ? | -2% | -69%[inhibitor] | 9% | -1%
O=C(Cn1cnc([N+](=O)[O-])n1)NCCc1ccccc1 | 4% | -4% | -1%[46 µM] | -2% | 5% | . | -2% | 0%
COc1ccc(N2CCN(CCNC(=O)c3ccc4c(c3)[nH]c(=S)n3c5ccccc5nc43)CC2)cc1 | -3% | ? | ? | ? | 1% | -17% | 7% | 0%
Cn1ccs/c1=N\S(=O)(=O)c1ccc(F)cc1 | i | -1% | -2% | 10% | -17% | 2% | -5% | 0%

Screening results as filed in PubChem.

This is a subset. The share of hits here may be higher or lower than overall.
